KCNH2 3.1 inh = inhibitors of human KCNH2 3.1 potassium channel isoform. U2OS KCNH2 3.1, thallium flux FluxOr; hits give low values. activity change, % (tested at about 1.8 µM). actives 0.95% (n = 340,000). AID 720553;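 active = maximum activity change below -70%; inconclusive = maximum activity change from -70% to -50%; inactive = maximum activity change above -50%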;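 note: thallium influx rate constant from kinetic fluorescence after stimulation buffer; % is set by controls: 0 for no effect and ±100 for the full control effect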
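Virally transduced U2OS (3.1 isoform, 4 h infection in dark at RT) → overnight 37 C → FluxOr + Red40 in HBSS/HEPES, 45 min → stimulation buffer, 2 min kinetic read → rate constant vs DMSO controls.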
GALK inhibitor = blocks human galactokinase activity; actives 0.007% (n = 270,000); AID 1868; Potency, µM (highest dose often 57.5 µM), for the others: at the highest dose activity change, negative = inhibition, actives largely listed as inhibitors; Purified GALK, Kinase-Glo residual ATP luminescence; note: potency is the fitted concentration of half-maximal effect; % is set by controls: 0 for no effect and ±100 for the full control effect
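Quantitative HTS: GALK 5 nM, ATP 35 uM, galactose 100 uM, 1 h room temperature, then luciferase-based ATP detection.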
hERG WT inh = blocks the wildtype human KCNH2 potassium channel; actives 0.37% (n = 340,000); U2OS, BacMam KCNH2, thallium flux FluxOr; hits give low values; Q12809; activity change, % at 1.84 µM;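 active = maximum activity change below -70%; inconclusive = maximum activity change between -70% and -50%; inactive = maximum activity change above -50%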; note: % is set by controls: 0 for no effect and ±100 for the full control effect
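U2OS cells transduced with wild-type KCNH2 virus are loaded with FluxOr dye for 45 min, and thallium flux is measured in kinetic reads before and after stimulation buffer. Rate constants are normalized to DMSO controls.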
FBPA coupling cs = inhibits coupling enzyme system, counter-screen for aldolase hits | coupling enzyme system counterscreen, AmpLite Red fluorescence | activity change, negative = inhibition, % at 58.2 µM, hits read low | actives 0.67% (n = 290,000); in the data active = activity change below about -30%; note: % is set by controls: 0 for no effect and ±100 for the full control effect
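Final compound at 57.5 uM, incubated 10 min at RT with coupling enzyme reagent (glyceraldehyde-3-phosphate), then 20 min with substrate and AmpLite Red detection. Fluorescence read at 525/598 nm; tests interference with the coupling assay, not aldolase inhibition.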
Menin-MLL TR inh = inhibitors of human menin-MLL interaction, mutant MLL peptide; O00255; Menin + Texas Red MLL mutant peptide, fluorescence polarization; Potency, µM (highest dose often 61.6 µM), for the others: top-dose FP activity change, negative = inhibition, usual class: inhibitors; actives 0.23% (n = 270,000); AID 1768; active = well fitted inhibition curve with a large enough effect in the polarisation, with a control signal flat, not every such curve was filed as active; inconclusive = small, poorly fitted or top-dose-only effect, or effect the other way, or a change in a side signal; inactive = no such curve, though single readings can be large or run the other way; the % refers to the polarisation; note: potency is the fitted concentration of half-maximal effect; % of control where 0% means no effect; many of its hits are not listed in these tables
Giardia kill = kills Giardia lamblia | Giardia lamblia trophozoite viability | activity change, % at 7.66 µM, hits read low | actives 0.15% (n = 340,000); in the data active = activity change below about -80%; inconclusive = between about -30% and that limit;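 note: parasites exposed to compound for two days anaerobically before the ATP read; % is set by controls: 0 for no effect and ±100 for the full control effect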
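Luminescent ATP signal served as the viability read-out, measured 15-30 min after adding ATP detection reagent to trophozoites that had been incubated with compounds for 48 hrs at 37 deg C anaerobically at 100 cells/well.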
USP2a inh = USP2a (human) protease inhibition | USP2 core, Ub-CHOP2 coupled fluorogenic reporter, 485/531 | O75604 | actives 0.01% (n = 330,000) | Potency, µM (highest dose often 38.3 µM), for the others: top-dose activity change, negative = inhibition, most hits filed as inhibitors;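 note: potency is the fitted concentration of half-maximal effect; plate controls were DMSO wells for no effect and full inhibition by NEM control for full effect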
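Cell-free coupled assay: 10nM USP2 core preincubated 30min RT with compound in Tris-HCl pH 8.0/CaCl2/CHAPS buffer, then 25nM Ub-CHOP2 and 25nM reporter substrate; fluorescence (Ex 485/Em 531) read after 60min RT, normalized to NEM inhibition, concentration-response curves fitted.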
PKM2 activator = increases activity of human pyruvate kinase M2; P14618; Potency, µM (highest dose often 57.5 µM), for inactives: at the highest dose activation, hits mostly activators; actives 0.34% (n = 260,000); AID 1631; purified PKM2, Kinase-Glo ATP luminescence, activation; response scale: 0% is enzyme alone, no compound; note: potency is the fitted concentration of half-maximal effect; % is set by controls: 0 for no effect and ±100 for the full control effect; nearly all actives have a fitted effect of over 55% in size
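Purified hPK-M2 (>95% pure) converted ADP (0.1 mM final) to ATP with 0.5 mM PEP in 50 mM imidazole pH7.2, KCl, MgCl2, Tween 20, BSA; 1 h at room temperature. ATP detected by Kinase-Glo luminescence.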
CXXC DNA block = blocks binding of human MLL CXXC domain to DNA; Q03164; MLL-CXXC / FITC-HOXA9 DNA fluorescence polarization; Potency, µM (highest dose often 115 µM), for the others: at the top dose activity change, negative = inhibition, usual class: inhibitors; actives 0.037% (n = 290,000); active = well fitted inhibition curve with a large enough effect in the polarisation, with a control signal flat, not every such curve was filed as active; inconclusive = small, poorly fitted or top-dose-only effect, or effect the other way, or a change in a side signal; inactive = no such curve, though single readings can be large or run the other way; the % refers to the polarisation; note: potency is the fitted concentration of half-maximal effect
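Steps: dispense CXXC domain solution (7 uM) → pin compounds or unlabeled HOX-A9 DNA control → 5 min ambient → add FLSN-HOX-A9 solution (50 nM) → spin → 30 min ambient → fluorescence polarization. Tris pH 7.5/NaCl/DTT/BSA buffer.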
B2AR arrestin = agonists driving beta-arrestin recruitment to human beta2-adrenergic receptor; actives 0.02% (n = 330,000); P07550; Potency, µM (doses to about 46.1 µM), inactives show top-dose activation, most hits filed as activators; beta-arrestin recruitment to beta2AR, cell-based reporter;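 note: potency is the fitted concentration of half-maximal effect; 0% = DMSO controls and full agonism = EC100 isoproterenol or metaproterenol; nearly all actives have a fitted effect of over 65% in size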
TRPV1 agonist = activates the human vanilloid receptor TRPV1. Q8NER1. TRPV1-expressing cells, Fluo-8 calcium influx, agonist mode. activation, % at 8.33 µM. actives 0.19% (n = 320,000). AID 540275; in the data active = activation above about 80%; inconclusive = between about 30% and that limit; note: 0% is about no effect
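TRPV1-expressing cells were cultured overnight at 35.5C and loaded with Fluo-8 calcium dye for 40 to 90 min at room temperature. After a 10 s baseline, compound was added and calcium influx was read kinetically for 3 min (ex 480/em 520 nm).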
The depositor's hits bear a star; ? = inconclusive; · = not tested or not shown; & = joins results of further samples; [ ] = remark or other dose. Unless noted, calls come from the whole dose curve; as a rule, active = well fitted curve in the direction sought with a large enough effect; inconclusive = small, poorly fitted or top-dose-only effect, or another doubt; inactive = no such curve, though single readings can be large; an effect the other way counts as inactive or inconclusive.

SMILES	KCNH2 3.1 inh	GALK inhibitor	hERG WT inh	FBPA coupling cs	Menin-MLL TR inh	Giardia kill	USP2a inh	PKM2 activator	CXXC DNA block	B2AR arrestin	TRPV1 agonist
COc1cc(C(=O)N2CCC(NC(=O)C(Cc3ccc(C(C)C)cc3)NC(C)=O)CC2)cc(OC)c1OC (stereo unspecified)	3	3%	-13	4	?	3	1%	-3%	-5%	-0.2%	0
COc1ccc(C2Nc3ccccc3C(=O)N2NS(=O)(=O)c2ccccc2)c(OC)c1 (stereo unspecified)	7	-2%	4	-1	19%	4	0%	4%	-12%	-1.5%	6
Cc1ccc(S(=O)(=O)CC(=O)c2ccc(C)c([N+](=O)[O-])c2)cc1	-8	3%	-6	-3	14%	-2	0%	2%	-4%	-0.1%	0
C#Cc1cccc(C(=O)NC2CCCN(C3Cc4ccccc4C3)C2)c1 (stereo unspecified)	?	7%	-5	0	-4%	-13	0%	-5%	4%	-0.5%	7
COc1ccc(C2=NOC(C(=O)NCc3ccc(F)cc3)C2)cc1 (stereo unspecified)	4	0%	0	1	?	-5	1%	-4%	8%	0.0%	0
COc1ccc(NC(=O)Nc2ccc(Br)c(C)c2)cc1	17	-1%	-5	1	28%	10	2%	3%	7%	0.3%	-3
COc1cc(OC)cc(C(=O)Nc2ccc(CN3CCCCC3)cc2)c1	-7	1%	-12	2	-2%	6	0%	3%	?	0.0%	-1
CC(c1ccccc1)N(C)C(=O)CSc1nnc(C2CC2)n1C1CC1 (stereo unspecified)	-15	·	-7	·	·	34[activator]	4%	·	·	-0.3%	1
CCOCCCNC(=S)N1CCCN(c2nc3cc(C)ccc3cc2C#N)CC1	2	0%	0	-1	-4%	1	-3%	6%	10%	-0.1%	14
COc1ccc(NS(=O)(=O)c2cc(C(=O)OC(C)C(=O)N3CCOCC3)ccc2Cl)cc1 (stereo unspecified)	-14	·	8	·	·	-12	-2%	·	·	0.3%	1
CCN1C(=O)[C@H]2[C@H]3CN=C(SCC(=O)c4ccccc4)N3[C@@](C)(C(=O)OC)[C@H]2C1=O	-19	·	1	·	·	1	3%	·	·	-0.7%	·
O=C(O)c1c(Cl)c(Cl)c(Cl)c(Cl)c1C(=O)N1CCCC1	-5	-3%	-34	7	·	0	1%	0%	3%	-0.1%	0

Gathered by group: the compounds so far with nitrogen in an aromatic ring.
SMILES	KCNH2 3.1 inh	GALK inhibitor	hERG WT inh	FBPA coupling cs	Menin-MLL TR inh	Giardia kill	USP2a inh	PKM2 activator	CXXC DNA block	B2AR arrestin	TRPV1 agonist
CC(c1ccccc1)N(C)C(=O)CSc1nnc(C2CC2)n1C1CC1 (stereo unspecified)	-15	·	-7	·	·	34[activator]	4%	·	·	-0.3%	1
CCOCCCNC(=S)N1CCCN(c2nc3cc(C)ccc3cc2C#N)CC1	2	0%	0	-1	-4%	1	-3%	6%	10%	-0.1%	14

Part of the list above, showing only Giardia kill and PKM2 activator:
Compound,Giardia kill,PKM2 activator
COc1ccc(C2Nc3ccccc3C(=O)N2NS(=O)(=O)c2ccccc2)c(OC)c1 (stereo unspecified),4,4%
Cc1ccc(S(=O)(=O)CC(=O)c2ccc(C)c([N+](=O)[O-])c2)cc1,-2,2%
C#Cc1cccc(C(=O)NC2CCCN(C3Cc4ccccc4C3)C2)c1 (stereo unspecified),-13,-5%
COc1ccc(C2=NOC(C(=O)NCc3ccc(F)cc3)C2)cc1 (stereo unspecified),-5,-4%
COc1ccc(NC(=O)Nc2ccc(Br)c(C)c2)cc1,10,3%
COc1cc(OC)cc(C(=O)Nc2ccc(CN3CCCCC3)cc2)c1,6,3%
CC(c1ccccc1)N(C)C(=O)CSc1nnc(C2CC2)n1C1CC1 (stereo unspecified),34[activator],·

Continued:
SMILES	KCNH2 3.1 inh	GALK inhibitor	hERG WT inh	FBPA coupling cs	Menin-MLL TR inh	Giardia kill	USP2a inh	PKM2 activator	CXXC DNA block	B2AR arrestin	TRPV1 agonist
CCC(=O)c1ccccc1OCCCN1CCC(Cc2ccccc2)CC1	-100*	-5%	-131*	1	-28%	10	1%	0%	30%	0.0%	4
Cc1c(N(C(=O)c2ccccn2)C2(C(=O)NC3CCCC3)CCCCC2)c(=O)n(-c2ccccc2)n1C	0	-2%	11	2	9%	13	2%	-4%	10%	0.1%	-7
CC(OC(=O)CC1CC2CCC1C2)C(=O)Nc1cccc(S(=O)(=O)N2CCOCC2)c1 (stereo unspecified)	-5	·	11	·	·	-10	1%	·	·	-0.1%	?
CN(C)CCN(Cc1ccc(Cl)cc1)c1ccccn1	?	1%	7	3&1	-6%	-1	3%	-2%	12%	0.2%	15
Cc1ccc(N2CC(C(=O)Nc3ccc(S(=O)(=O)Nc4ncccn4)cc3)CC2=O)cc1C (stereo unspecified)	11	16%	7	3	13%	-2	6%	-1%	-2%	-0.6%	1
CCOC(=O)c1c(C)[nH]c(N=Nc2cccc(OC)c2)c1C	-7	-1%	24	-5	?	8	0%	·	37%[activator]	-1.0%	?
NC(=O)c1nsc(C(=O)N(Cc2ccco2)C(C(=O)NCc2ccccc2)c2ccc(O)cc2)c1N (stereo unspecified)	4	-2%	6	4	14%	0	1%	-4%	11%	0.1%	-6
CCOC(=O)C1CCN(S(=O)(=O)c2c(C)n(C)c(=O)n(C)c2=O)CC1	0	2%	0	1	-1%	-3	0%	0%	-4%	-0.1%	0
O=C(N/N=C/c1cccnc1)c1ccco1	1	2%	-2	4	·	-12	0%	-5%	-16%	0.6%	-4
Cc1ccc(OCC(=O)Nc2c3c(nn2C(C)(C)C)CS(=O)(=O)C3)cc1	·	-2%	5	·	·	-4	-1%	-5%	-6%	-0.3%	2
COc1ccc(NC(=O)c2ccc3snnc3c2)cc1	-3	-21%	3	0	3%	5	-3%	-14%	0%	13%	-2
CCc1ccc(NC(=O)CCC(=O)c2ccccc2)cc1	-1	-2%	-10	0	0%	14	-2%	·	-3%	0.4%	3
CC(C)[C@H](NC(=O)c1ccccc1Cl)C(=O)OCC(=O)NCc1ccc2c(c1)OCO2	4	·	5	·	·	?	5%	·	·	-0.1%	·
Cc1ccc(Cn2c(S(=O)(=O)O)nc3ccccc32)cc1	-12	0%	2	7	-10%	0	1%	4%	-7%	0.1%	-2
Cc1ccccc1NS(=O)(=O)c1cc2c(cc1C)NC(=O)CO2	-13	·	-1	3	5%	-17	1%	5.6µM*	·	-1.1%	13
CCOc1ccc2c(c1)c1nnc(SCC3CCCO3)nc1n2C (stereo unspecified)	-13	12%	17	2	3%	9	-1%	0%	1%	0.0%	0
COc1c(Cl)cc(-c2noc(C)c2C(=O)NCCc2ccc(C)cc2)cc1Cl	4	4%	9	-9	4%	5	-5%	0%	7%	0.3%	0
COCCNC(=S)N(CCO)Cc1cc2cc3c(cc2[nH]c1=O)OCO3	-5	-2%	-10	1	-2%	-4	0%	·	5%	0.3%	-1
COc1ccc(/C(O)=C2/C(=O)C(=O)N(c3ccccn3)C2c2ccc(OC)cc2)cc1 (stereo unspecified)	12	1%	0	5	?	-22	2%	·	-12%	0.4%	-3
Cn1cccc1Cc1nnc(SCC(=O)NCc2ccccc2Cl)n1-c1ccc(F)cc1	-39	3%	-4	0	-3%[11.7 µM]	7	4%	-2%	-7%	-0.5%	·
Cc1ccc(S(=O)(=O)N2CCC(C(=O)NN3CCCCC3)CC2)cc1	11	·	-5	·	·	-2	0%	·	·	0.0%	-1
S=C(c1ccc(-c2ccccc2)cc1)N1CCOCC1	10	0%	-7	-2	0%	-21	3%	0%[11.5 µM]	1%	-0.4%	27
C/C(CCc1ccccc1)=N\NC(=O)c1ccc(CN2CCOCC2)cc1	6	1%	5	0	4%	-20	11%	4%	4%	0.0%	10
Cc1cc(C)cc(N(CC(=O)NCc2ccco2)C(=O)c2snc(C(N)=O)c2N)c1	-4	-4%	1	1	-7%	22	-6%	6%	2%	0.0%	-1
CC(=O)N1CC(C)Sc2ccc(S(=O)(=O)NC3CCCCC3C)cc21 (stereo unspecified)	-4	-2%	-40	0	-16%	26	1%	8%[0.46 µM]	7%	0.1%	?
O=C(c1ccccc1)N1N=C(c2ccccc2)CC1c1cccs1 (stereo unspecified)	-5	·	4	0	17%	4	-5%	·	4%	0.0%	17
O=C(CSc1cccc2cccnc12)N1CCCC1	7	1%	0	0	0%	6	1%	1%	9%	?	6

Only part of the results is shown (hit frequency here may not be typical).
